Screening data: PubChem BioAssay, The Scripps Research Institute Molecular Screening Center
FBW7 activator – FBW7 E3 ligase activators, primary screen, biochemical, AlphaScreen, human. hit rate 0.13% among 650,000. AlphaScreen FBW7–phospho-cyclin E peptide binding, activator screen. normalized activity (activation), % at 26.1 µM; in the data active = normalized activity above about 1.9%;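 also: purified mutant Fbw7 with reduced substrate affinity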
MITF primary – MITF inhibitors, primary screen, biochemical, AlphaScreen, human | Microphthalmia-associated transcription factor (Homo sapiens), O75030 | AlphaScreen MITF homodimerization, bead proximity signal | inhibition, % at 2.6 µM | hit rate 0.91% among 650,000 | AID 1259374, 2018; in the data active = inhibition above about 50%;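 also: 0% = vehicle wells with protein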
Target sequence (O75030 whole entry, looked up): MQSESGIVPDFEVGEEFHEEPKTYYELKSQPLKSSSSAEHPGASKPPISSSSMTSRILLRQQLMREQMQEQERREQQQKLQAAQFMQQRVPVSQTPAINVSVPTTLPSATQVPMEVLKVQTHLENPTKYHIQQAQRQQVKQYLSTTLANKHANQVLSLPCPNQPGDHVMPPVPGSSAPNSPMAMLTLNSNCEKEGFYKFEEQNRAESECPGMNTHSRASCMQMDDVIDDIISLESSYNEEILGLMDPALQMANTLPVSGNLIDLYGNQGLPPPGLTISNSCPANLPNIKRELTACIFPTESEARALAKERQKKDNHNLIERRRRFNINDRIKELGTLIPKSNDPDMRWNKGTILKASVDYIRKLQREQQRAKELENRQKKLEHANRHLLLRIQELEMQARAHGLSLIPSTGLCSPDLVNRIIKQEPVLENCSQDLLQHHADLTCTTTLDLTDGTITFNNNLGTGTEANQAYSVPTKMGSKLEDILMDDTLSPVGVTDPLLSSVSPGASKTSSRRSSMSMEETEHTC
GPR151 ag – activators of human GPR151, primary screen, cell-based, PathHunter beta-arrestin, luminescence; hit rate 1% among 650,000; activation, % at 11.2 µM; PathHunter beta-arrestin GPR151 cells; in the data active = activation above about 4.9%;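 also: 0% = median of compound wells and 100% = cells with positive control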
Target sequence (Q8TDV0 whole entry, looked up): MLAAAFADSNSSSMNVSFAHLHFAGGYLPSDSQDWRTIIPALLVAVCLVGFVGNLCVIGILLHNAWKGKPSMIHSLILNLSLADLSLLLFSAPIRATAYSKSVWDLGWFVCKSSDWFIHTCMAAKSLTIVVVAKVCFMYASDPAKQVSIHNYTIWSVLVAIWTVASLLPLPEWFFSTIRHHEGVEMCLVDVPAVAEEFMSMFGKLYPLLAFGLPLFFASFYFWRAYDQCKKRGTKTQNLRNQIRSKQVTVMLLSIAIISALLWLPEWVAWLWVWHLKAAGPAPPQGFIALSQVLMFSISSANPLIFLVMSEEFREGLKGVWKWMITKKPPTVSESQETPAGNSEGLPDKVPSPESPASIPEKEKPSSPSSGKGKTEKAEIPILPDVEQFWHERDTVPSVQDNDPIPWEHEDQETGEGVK
TEAD-YAP block – TEAD-YAP interaction inhibition, primary screen, TEAD-YAP interaction inhibitor project, luminescence, HEK-TIYL cells. TEAD-Gal4/YAP UAS-luciferase luminescence. hit rate 1.4% among 640,000. AID 1259422, 2018. inhibition, % at 9.12 µM; in the data active = inhibition above about 32%;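 also: 0% = median of test compound wells and 100% = reference inhibitor wells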
Numbers without * were called inactive.

SMILES | FBW7 activator | MITF primary | GPR151 ag | TEAD-YAP block
COc1ccccc1NC(=O)NCCCNc1nc2cc3c(cc2cc1C#N)OCO3 | 0.2 | -6 | -0.1 | 65*
COc1ccc(C2c3sc(=O)[nH]c3SC3C(=O)N(c4ccccc4)C(=O)C32)cc1 (stereo not given) | 0.0 | 14 | 0.3 | 4
COC(=O)c1cc(NS(=O)(=O)c2ccc3c(c2)CCC(=O)N3)cc(C(=O)OC)c1 | 0.1 | -30 | 1.2 | 6
CC(=O)N(C)CP(=O)(O)CCc1ccccc1 | -0.1 | -4 | 1.9 | -4
S=C(NCc1cn2ccsc2n1)Nc1ccccc1 | -0.1 | 10 | -0.7 | -5
CC(=O)Oc1cccc(/C=C(\C#N)C(=O)Nc2ccc(Cl)cc2[N+](=O)[O-])c1 | 0.6 | 11 | -0.5 | 6
O=C(NCc1ccc(Cl)cc1)c1cc(S(=O)(=O)N2CCCCC2)c[nH]1 | 0.7 | -10 | -0.1 | 3
CCc1c(C)nc(NC2CCN(Cc3nnnn3Cc3ccc(OC)cc3)CC2)[nH]c1=O | 0.1 | -8 | 0.8 | 4
CCOC(=O)c1c(NC(=O)c2c(C)cc(C)cc2C)sc(C)c1C | -0.1 | 3 | -0.7 | -13
COc1cccc(C(=O)Nc2sc(C)c(C)c2C(N)=O)c1 | 0.0 | 0 | 0.4 | -54
O=c1c([N+](=O)[O-])c(NCCN2CCCCCC2)c2ccccc2n1-c1ccccc1 | 0.1 | 12 | -0.2 | -3
Cc1cc(C)cc(C(=O)Nc2ccc3[nH]c(=O)[nH]c3c2)c1 | -0.1 | 2 | -0.2 | -1
CCCCOC(=O)C(C)Oc1ccc2c(=O)c(Oc3ccc(C(C)(C)C)cc3)coc2c1 (stereo not given) | -0.1 | -8 | 0.7 | 14
Cc1cc(Cl)ccc1NC(=O)c1sc2ncn(Cc3ccccc3Cl)c(=O)c2c1C | 0.0 | 4 | 1.0 | 4
O=C(CSc1nnc(-c2cccc(Br)c2)o1)c1ccc2c(c1)CCCC2 | 0.1 | 18 | 0.9 | 4
Cc1nc2nc(SCC(=O)N3CCCC3)nn2c(C)c1Cc1ccccc1 | -0.1 | -10 | 0.0 | -20
COc1cc(NC(=O)c2nn3c(C(F)(F)F)cc(-c4ccccc4)nc3c2Cl)cc([N+](=O)[O-])c1 | -0.3 | 7 | 0.8 | 5
CC(=O)c1cccc(-c2ccc(N3CCN(c4c(Cl)cncc4Cl)CC3)nc2)c1 | 0.0 | 13 | 0.9 | 2
O=C(O)c1ccc(CNc2nc3ccccc3n3cnnc23)cc1 | 0.0 | 10 | -0.1 | -1
Cc1ccc[n+](CC(=O)Nc2sc(C)c(C)c2C#N)c1 | -0.2 | -4 | -0.2 | -5
Cc1ccc(-c2cc(C(F)(F)F)n3nc(C(=O)N(C)Cc4ccccc4)c(Cl)c3n2)cc1 | 0.4 | 5 | 1.0 | 2
Cc1nn(-c2ncn[nH]2)c(C)c1[N+](=O)[O-] | 0.1 | 8 | -3.4 | -6
COc1ccc(CC(=O)Nc2cc(-n3ncc4ccccc43)ccn2)cc1 | 0.2 | 18 | 0.7 | 0
CC(=O)c1ccc(NC(=S)NCCc2ccc(S(N)(=O)=O)cc2)cc1 | -0.2 | 12 | 1.7 | -11
COc1ccc(/C=C/C2Nc3ccccc3-c3nnc(SC)nc3O2)cc1 (stereo not given) | 0.6 | -2 | -0.5 | 11
CC(C)C1=NN2C(=N)/C(=C/c3ccc(-c4ccc(Cl)cc4Cl)o3)C(=O)N=C2S1 | 0.7 | 10 | -1.0 | 3
CCC(CC)NC(=O)c1ccccc1Br | -0.4 | 4 | 2.8 | -2
O=C(Nc1ccccc1C(F)(F)F)c1ccco1 | 0.0 | 0 | 0.7 | 5
CC1=C(C(=O)Nc2ccc(C)cc2C)C(c2ccc(O)cc2)n2ncnc2N1 (stereo not given) | 0.3 | 5 | 0.0 | 3
COc1cc(N)c(Cl)cc1C(=O)N1CCC2(CC1)NC(=O)c1ccccc1O2 | 0.0 | 3 | 0.0 | 2
Cn1c(=O)c2c(nc(SC(c3ccccc3)c3ccc(Cl)cc3)n2C)n(C)c1=O (stereo not given) | 0.0 | 1 | -0.9 | -5
OC1CCN(c2cc(-c3ccccc3F)nc(-c3ccncc3)n2)CC1 | -0.1 | 7 | 1.2 | 1
Cc1ccn2cc(-c3ccc(S(=O)(=O)N4CCCCC4)cc3)nc2c1 | 0.1 | -2 | 1.0 | -4
Cc1cc(C(=O)CCl)c(C)n1CCc1ccccc1 | 0.5 | 8 | -0.5 | 23
COC(=O)c1cc(OC)c(OC)cc1NC(=O)c1cnccn1 | -0.1 | -9 | 0.0 | -7
COC(=O)c1c(NC(=O)C2CCCCC2)sc2c1CCCC2 | -0.1 | -5 | 0.2 | -6
COc1ccc(C(=O)OCC(=O)NC2CCS(=O)(=O)C2)cc1[N+](=O)[O-] (stereo not given) | 0.0 | 7 | -0.7 | 8
Cc1ccc(OCc2nnc(SCc3cccc(C#N)c3)n2N)cc1C | 0.1 | 10 | -1.3 | -8
CC1C2CC(C(C(Nc3ccccc3)c3ccccc3)C2=O)C1(C)C (stereo not given) | -0.1 | -2 | -0.2 | 7
Cc1cccc(CN2CCN(CC(=O)NC3CCCCC3C)C2=O)c1 (stereo not given) | -0.3 | -13 | 0.1 | 3
O=C(CSc1nc(-c2ccccc2)c2cc(Cl)ccc2n1)N1CCOCC1 | -0.3 | -10 | 0.9 | 4
C/C(CC(=O)Nc1cccnc1)=N\NC(=O)Cc1ccc([N+](=O)[O-])cc1 | -0.1 | -3 | -0.4 | 10
COc1ccc(-c2nnc(SCC(=O)Nc3cccc(Cl)c3C)nc2-c2ccc(OC)c(OC)c2)cc1OC | -0.2 | -6 | 1.3 | 22
O=C(c1ccccc1)c1cnc(-c2cccnc2)nc1-c1ccccc1 | 0.1 | 4 | 2.4 | -12
N#CSC(CS(=O)(=O)c1ccccc1[N+](=O)[O-])c1ccccc1 (stereo not given) | 0.2 | 11 | -2.0 | -4
Cc1cc(C)c(-c2csc(NC(=O)CN3C(=O)CCC3=O)n2)c(C)c1 | -0.1 | 4 | 0.7 | -1
COc1ccc(C(=O)n2nc(-c3ccccc3)nc2SC)cc1OC | 0.3 | -6 | 1.8 | -3
CCOc1ccc2nc(N3CCCC(NCCCc4cccnc4)CC3)nc(C)c2c1 (stereo not given) | 0.4 | -19 | 0.4 | -10
O=C(NCc1ccccc1Cl)c1cc2c(=O)n3ccccc3nc2n1Cc1ccccc1 | 0.1 | 6 | -0.3 | -5
COc1cc(/C=N/NC(=O)C(N)=O)cc(OC)c1O | -0.1 | -5 | 0.9 | -11
Cc1nc2nc(CNC(=O)OC(C)(C)C)nn2c(C)c1CCC(=O)NC1CCCCC1 | -0.1 | -2 | 0.3 | 8
O=C(Nc1ccc(-c2noc(Cc3ccc(Cl)cc3)n2)cc1)c1cccs1 | 0.3 | 11 | -1.1 | -61
O=C(Cc1noc2ccccc12)N1CCC(N2CCCCC2)CC1 | 0.2 | -14 | -1.4 | 1
Cc1ccc(S(=O)(=O)NC(=O)N2c3ccccc3C(=O)NC2(C)C)cc1 | -0.1 | 4 | 1.2 | -2
O=C(CCCSc1ccccc1)NNC(=O)c1ccc(Br)s1 | 0.0 | -6 | 1.3 | 2
CCN(CC)c1ccc(C2CC(C)NC(=S)N2)cc1 (stereo not given) | -0.2 | -2 | -0.9 | -11
CCN1CCc2c(OCC(C)C)cccc2C1=O | 0.0 | 2 | 1.1 | -6
CCc1c(C)nc(N)n2c(SCC(=O)N3CCCC(C)C3)nnc12 (stereo not given) | 0.1 | 5 | 0.0 | 7
COc1cccc(N2C(=O)NC(=O)/C(=C/c3cccc(OC)c3OC)C2=O)c1 | -0.1 | 15 | -0.5 | 4
CCOc1cc(C)c(C)cc1S(=O)(=O)NCc1ccc2c(c1)OCO2 | 0.1 | -1 | -1.3 | -4

(listing goes on)
SMILES | FBW7 activator | MITF primary | GPR151 ag | TEAD-YAP block
Cc1ccc(-c2nnc(Nc3ccccc3)c3ccccc23)cc1S(=O)(=O)NCCO | 0.0 | 17 | -2.2 | 7
CCOC(=O)Cn1c(=O)c(-c2ccccc2NCc2ccccc2)nc2ccccc21 | 0.0 | 8 | 0.3 | 5
Cc1cc(C)nc(SCC(=O)N/N=C\c2ccc(N(C)C)cc2)n1 | 0.1 | 10 | -1.3 | 2
Cc1noc(C)c1S(=O)(=O)Nc1ccc(C(=O)O)cc1 | -0.3 | -8 | 0.2 | 4
CCOC(=O)N1CCN(S(=O)(=O)C2CC2)CC1 | -0.1 | -1 | 4.3 | 15
Cc1ccc(Nc2cc(C)nn2-c2nc(C)cc(=O)[nH]2)cc1 | -1.2 | 14 | -1.0 | 58*
COc1ccc(C2C(C(=O)N3CCCCC3)c3ccccc3C(=O)N2C)cc1 (stereo not given) | -0.1 | -3 | -0.9 | -4
CCOC(=O)CNC(=O)CSc1nc(Cc2cccs2)nc2ccccc12 | -0.1 | -21 | -0.2 | -2
Cc1ccc(-c2csc3nnc(SCC(=O)N4CCOCC4)n23)cc1 | 0.5 | 8 | 5.0* | 0
CCC1=[N+](CC(=O)c2ccccc2)CCn2cccc21 | 2.5* | 11 | -0.8 | -4
O=C(N/N=C/c1cccc(Br)c1)C(=O)Nc1cccc(F)c1 | 0.0 | -9 | 0.4 | -1
C=C(C)CNC(=O)c1ccc(OC2CCN(S(=O)(=O)N(C)C)CC2)cc1 | 0.0 | 10 | -0.8 | -22
CCOC(=O)c1ccc(N2C(=O)c3ccc(C(=O)OCC(=O)c4ccc(Br)cc4)cc3C2=O)cc1 | -0.1 | -1 | -0.5 | -4
O=C(Nc1cccs1)Nc1c(F)cc(F)cc1Br | 0.6 | 0 | -1.0 | 1
CSCCNC(=O)c1ccc(OC2CCN(C(=O)C3CC3)CC2)cc1 | 0.1 | 1 | 1.1 | 13
CCCCc1ccc(-c2nc(C=Nc3ccccc3Br)c(O)o2)cc1 | 0.1 | -14 | 0.5 | -8
N#CCSc1nsc(SCC#N)n1 | 0.6 | 19 | -1.4 | 12
CC(SCc1ccccc1)C(=O)Nc1ccc(CC#N)cc1 (stereo not given) | -0.2 | -14 | -0.1 | 4
CC1(C)Cc2nc3sc4c(NCc5ccccc5)ncnc4c3cc2CO1 | 0.0 | 1 | 2.0 | 0
COc1ccc(Cl)cc1S(=O)(=O)Nc1ccc2c(c1)COC2=O | 0.3 | 6 | -0.8 | 6

Six consecutive compounds already listed, quoted:
SMILES | FBW7 activator | MITF primary | GPR151 ag | TEAD-YAP block
CSCCNC(=O)c1ccc(OC2CCN(C(=O)C3CC3)CC2)cc1 | 0.1 | 1 | 1.1 | 13
CCCCc1ccc(-c2nc(C=Nc3ccccc3Br)c(O)o2)cc1 | 0.1 | -14 | 0.5 | -8
N#CCSc1nsc(SCC#N)n1 | 0.6 | 19 | -1.4 | 12
CC(SCc1ccccc1)C(=O)Nc1ccc(CC#N)cc1 (stereo not given) | -0.2 | -14 | -0.1 | 4
CC1(C)Cc2nc3sc4c(NCc5ccccc5)ncnc4c3cc2CO1 | 0.0 | 1 | 2.0 | 0
COc1ccc(Cl)cc1S(=O)(=O)Nc1ccc2c(c1)COC2=O | 0.3 | 6 | -0.8 | 6

Next compounds:
SMILES | FBW7 activator | MITF primary | GPR151 ag | TEAD-YAP block
Cc1cc(C(=O)N(Cc2ccccc2)c2ccccc2)c(C)o1 | 0.0 | 6 | 2.4 | 2
Cc1ccc(NC(=O)COC(=O)CSC(=S)N2CCOCC2)cc1C | 0.3 | 7 | -1.3 | 9
COC(=O)C1C(=O)C=C(Nc2ccc(F)cc2)CC1c1ccccc1 (stereo not given) | 0.0 | 5 | 0.3 | -32
CC1C(=O)NN=C1C(=O)N/N=C\c1cccnc1 (stereo not given) | -0.1 | -10 | -1.2 | 35*
COc1ccc(C2OC2C(=O)/C=C2/N(C)c3ccccc3C2(C)C)cc1 (stereo not given) | 0.4 | 17 | -1.6 | 14
CCOC(=O)c1c(NC(=O)C(C)Sc2nnc(CNC(=O)c3ccc(OC)c(OC)c3)n2Cc2ccccc2)sc2c1CCCC2 (stereo not given) | 0.5 | 4 | 0.7 | 13
O=C1CC(c2ccccc2)CC2=C1C(c1ccc(Br)cc1)Nc1ccccc1N2 (stereo not given) | -0.1 | 0 | 0.3 | -3
CCOc1ccc(NC(=S)Nc2ccc(S(=O)(=O)Nc3cc(C)on3)cc2)cc1 | -0.3 | -1 | -0.6 | -5
Cc1nc2ccc(S(=O)(=O)NC(C(=O)N3CCc4ccccc4C3)C(C)C)cc2s1 (stereo not given) | -0.1 | 11 | -0.1 | 0
COc1ccc(-c2cc(NCc3cccc(OC(C)C)c3)ncn2)cn1 | 0.2 | 12 | -0.5 | 12
CC(C)COc1ccc(CN2C(=O)c3ccccc3C2=O)cc1 | 0.2 | -1 | -0.1 | -10
Cc1ccc(S(=O)(=O)CCc2nnc(NC(=O)c3ccc(C)c([N+](=O)[O-])c3)s2)cc1C | 0.9 | 11 | 3.4 | 10

An excerpt of these results, with tabs.
Compound	FBW7 activator	MITF primary	GPR151 ag	TEAD-YAP block
Cc1cc(C(=O)N(Cc2ccccc2)c2ccccc2)c(C)o1	0.0	6	2.4	2
COc1ccc(C2OC2C(=O)/C=C2/N(C)c3ccccc3C2(C)C)cc1 (stereo not given)	0.4	17	-1.6	14
O=C1CC(c2ccccc2)CC2=C1C(c1ccc(Br)cc1)Nc1ccccc1N2 (stereo not given)	-0.1	0	0.3	-3
